Compound activity from PubChem.
Pf growth 48h – inhibits P. falciparum growth in the first generation, 48 h; P. falciparum luciferase growth in erythrocytes, 48 h; Potency, µM (top dose mostly 28.7 µM), for inactives: at the top dose activity change, negative = inhibition, hits mostly inhibitors; 5.9% of 310,000 active; AID 504832; also: potency is read from the fitted curve at half-maximal effect; % is scaled to controls: 0 for no effect and ±100 for the full control effect
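Parasite viability was followed by luminescence of a genomically integrated firefly luciferase. Cultures held 0.1% parasitemia at 2% hematocrit (final), incubated under 5% CO2 at 37 C.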
LmPK inh – inhibitors of Leishmania mexicana pyruvate kinase; Q27686; purified LmPK, Kinase-Glo ATP luminescence, 1 h; Potency, µM (top dose mostly 57.5 µM), without a hit: at the top dose activity change, negative = inhibition, usual class: inhibitors; 0.37% of 290,000 active; AID 1721; also: potency is read from the fitted curve at half-maximal effect; % is scaled to controls: 0 for no effect and ±100 for the full control effect
Target sequence (Q27686 whole entry, looked up): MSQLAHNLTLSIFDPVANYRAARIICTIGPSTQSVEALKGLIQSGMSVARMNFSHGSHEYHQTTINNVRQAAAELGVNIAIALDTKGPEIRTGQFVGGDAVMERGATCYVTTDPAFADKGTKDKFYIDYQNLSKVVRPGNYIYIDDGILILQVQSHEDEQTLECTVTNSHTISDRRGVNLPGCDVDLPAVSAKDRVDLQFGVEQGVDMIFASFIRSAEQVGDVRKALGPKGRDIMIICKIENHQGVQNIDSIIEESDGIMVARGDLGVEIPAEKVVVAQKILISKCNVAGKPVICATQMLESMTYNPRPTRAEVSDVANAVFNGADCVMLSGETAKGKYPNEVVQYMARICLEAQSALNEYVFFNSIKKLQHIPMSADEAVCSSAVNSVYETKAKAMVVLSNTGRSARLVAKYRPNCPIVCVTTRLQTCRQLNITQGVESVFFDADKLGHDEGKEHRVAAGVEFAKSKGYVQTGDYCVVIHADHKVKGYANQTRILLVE
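In 50 mM imidazole pH 7.2 with 7 mM MgCl2, LmPK (0.1 nM) turned over PEP (0.5 mM) and ADP (0.1 mM) for 1 h at room temperature. Luciferase read-out of ATP.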
Shiga toxin inh – blocks Shiga toxin action in Vero cells; inhibition, % at 38.7 µM; Vero cells, Shiga toxin protein synthesis inhibition reporter; AID 2315; 9.2% of 290,000 active; in the data active = inhibition mostly above about 28%, no sharp cut-off; inactive = mostly below about 43%; also: 0% is about no effect
TbPYK inhibitor – blocks Trypanosoma brucei pyruvate kinase. TbPYK enzyme, Kinase-Glo Plus ATP luminescence, 45 min. Potency, µM (series often up to 76.8 µM), inactives show top-dose activity, negative = inhibition, actives largely listed as inhibitors. 0.12% of 410,000 active. Q57TT1. AID 624173; also: potency is read from the fitted curve at half-maximal effect; % is scaled to controls: 0 for no effect and ±100 for the full control effect; nearly all actives have a fitted effect of over 50% in size
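Screened from lowest to highest concentration, compounds were pinned into TbPYK/substrate mixtures, and ADP (130 uM final) was added. Plates sat at room temperature for 45 min prior to Kinase-Glo Plus detection by luminescence.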
CHX counter – affects cycloheximide protein synthesis inhibition readout, counter-screen. cell reporter, cycloheximide protein synthesis inhibition counterscreen. max response, %. 12% of 300,000 active. AID 2314; in the data active = max response mostly above about 13%, no sharp cut-off; inactive = mostly below about 14%; also: read at 38.3 µM for the half of the compounds with a filed dose; 0% is about no effect
Pf growth 96h – P. falciparum growth inhibition at 96 hour, primary screen for plastid delayed-death inhibitors | Potency, µM (highest dose often 28.7 µM), inactives show at the highest dose activity change, negative = inhibition, usual class: inhibitors | 6.9% of 320,000 active | P. falciparum luciferase reporter growth, 96 h | AID 504834; also: potency is read from the fitted curve at half-maximal effect; % is scaled to controls: 0 for no effect and ±100 for the full control effect
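Plates of compound plus infected erythrocytes (2% hematocrit, 0.05% parasitemia final) incubate 96 hours, 37 C, 5% CO2. Detection reagent added; reduced luminescence from the parasites' luciferase reporter flags inhibition.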
AmpC no deterg – AmpC beta-lactamase inhibition without detergent; P00811; AmpC nitrocefin hydrolysis, absorbance 480 nm, 0.0001% Triton; Potency, µM (highest dose often 57.1 µM), for the others: top-dose activity change, negative = inhibition, hits mostly inhibitors; 0.52% of 330,000 active;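 also: potency is read from the fitted curve at half-maximal effect; plate controls were no compound for no effect and no enzyme for full effect; nearly all actives have a fitted effect of over 20% in size; some results filed as inactive show a strong effect at the top dose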
Target sequence (P00811 whole entry, looked up): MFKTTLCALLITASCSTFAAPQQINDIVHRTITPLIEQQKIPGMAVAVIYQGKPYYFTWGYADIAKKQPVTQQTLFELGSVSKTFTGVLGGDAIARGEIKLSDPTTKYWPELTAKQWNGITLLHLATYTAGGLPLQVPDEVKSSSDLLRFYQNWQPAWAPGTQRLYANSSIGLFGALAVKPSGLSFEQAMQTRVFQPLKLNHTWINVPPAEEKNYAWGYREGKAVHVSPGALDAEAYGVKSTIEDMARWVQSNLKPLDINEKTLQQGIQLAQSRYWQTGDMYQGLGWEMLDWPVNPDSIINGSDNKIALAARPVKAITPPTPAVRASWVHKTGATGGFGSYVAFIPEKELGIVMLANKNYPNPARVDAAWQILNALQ
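20 mM phosphate pH 7.0 + 0.01% (detergent screen) or 0.0001% Triton X-100; 5.3 nM AmpC reagent; cpd preinc 15 min RT; nitrocefin (800 uM stock) to start; A480 q20 s × 4 min; Activity was normalised to no-enzyme and no-compound control wells.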
Starred values were filed as active, the others as inactive; ? = inconclusive; / = not tested or not shown; & = joins results of further samples; [ ] = dose if it differs, or a comment. Unless noted, calls follow the shape of the dose curve; as a rule, active = well fitted curve in the direction sought with a large enough effect; inconclusive = small, poorly fitted or top-dose-only effect, or another doubt; inactive = no such curve, though single readings can be large; an effect the other way counts as inactive or inconclusive. This is a random part of the collection; about 22% have a hit in one of these screens.

SMILES | Pf growth 48h | LmPK inh | Shiga toxin inh | TbPYK inhibitor | CHX counter | Pf growth 96h | AmpC no deterg
COc1ccccc1CNC(=O)C(=O)NCC1OCCN1S(=O)(=O)c1ccccc1 (centres undefined) | -23.2% | 1.0% | -2.6 | -12.3% | 1.0 | ? | -3.7%
CCCNC(=O)C/C(C)=N/NC(=O)C(=O)Nc1ccccn1 | 13.7% | 0.1% | 28.7 | 2.8% | 26.2* | ? | -16.1%
Cc1nn2c(COc3ccc(NC(=O)c4ccccc4)cc3)nnc2c2ccccc12 | ? | 0.3% | -16.2 | 0.8% | 3.4 | 6.57µM* | -11.8%
COc1ccccc1C(CNC(=O)c1ccc(C)c(S(=O)(=O)N2CCCCC2)c1)N(C)C (centres undefined) | ? | / | / | -1.0% | / | ? | 9.8%
CCOc1ccc(/C=N/Nc2cc(N3CCOCC3)nc(C)n2)c(O)c1 | -7.0% | 7.6% | -6.8 | 1.2% | -2.5 | 6.57µM* | -11.7%
Cc1ccc(C(=O)OCC(=O)Nc2ccccc2Cl)c(O)c1 | 28.7% | -4.1% | 18.0 | ? | 16.5 | 29.5% | -33.9%
Cc1ccc(C)c(N2CCN(C(=O)Cn3c(=O)oc4cc(S(=O)(=O)N5CCCC5)ccc43)CC2)c1 | ? | -11.4% | -8.3 | -1.0% | -1.7 | 8.3% | -5.8%
O=[N+]([O-])c1ccc(N2CCN(c3ccc(F)cc3)CC2)cn1 | -14.1% | -2.6% | 20.3 | 0.4% | -2.0 | -10.5% | -25.7%
CC(=O)N1CCOc2ccc(S(=O)(=O)N(C)c3cccc(C)c3)cc21 | 0.1% | 4.0% | -8.1 | -0.8% | 7.2 | -24.4% | 62.5%[activator]
CCN(CC(=O)Nc1ccc2c(c1)OCCO2)C(=O)c1ccc(C)c(S(=O)(=O)N2CCOCC2)c1 | ? | / | / | -6.1% | / | 11.3% | -14.0%
COCC(C)NC(=O)c1ccc2c(c1)S(=O)(=O)c1ccccc1C2=O (centres undefined) | -28.8% | -0.5% | -13.1 | -6.3% | 9.0 | ? | -4.1%
C#CCOc1ccccc1CNc1ccccc1 | 4.6% | 2.0% | 13.2 | 3.7% | -0.9 | -0.5% | -25.4%
COc1ccc(C2NC(C(=O)O)Cc3c2[nH]c2ccccc32)cc1CN1CCN(c2ccc(F)cc2)CC1 (centres undefined) | 10.4µM* | -4.8% | -2.6 | -0.7% | -2.8 | ? | 113.2%[activator]
N/C(=N\N=C/c1ccc(F)cc1)N/N=C\c1ccc(F)cc1 | 0.738µM* | 1.6% | 21.9 | -4.4% | 11.1* | ? | -34.1%
COc1cc(N[C@@H](C)CCCN)c2ncccc2c1 | 0.809µM* | / | / | -10.6%[33.2 µM] | / | 0.573µM* | /
COc1cccc(/C=C/C(=O)NNC(=O)c2ccncc2)c1 | -15.0% | / | / | -1.3% | / | 3.4% | -10.0%
COc1ccc(NC(=O)c2nc[nH]c2C(=O)N(C)Cc2ccccc2)cc1 | -4.7% | 6.9% | -3.9 | 3.0% | 5.8 | 23.5% | -0.5%
Cc1c(O)c(CN2CCCCC2)cc2c3c(c(=O)oc12)CCC3 | 10.4µM* | 5.2% | 2.2 | 11.0% | 1.9 | 9.28µM* | -9.6%
COc1ccc(OCCC(=O)Nc2ccc(S(N)(=O)=O)cc2)cc1 | 3.7% | -2.7% | -11.7 | -2.4% | -4.5 | 22.9% | -11.5%
CN=C1S/C(=C\c2ccc(O)c(Br)c2)C(=O)N1C | -29.1% | -10.6% | 23.2 | -4.1% | 4.6 | -1.9% | -19.1%

A draw from above in order of molecular weight, rising.
SMILES | Pf growth 48h | LmPK inh | Shiga toxin inh | TbPYK inhibitor | CHX counter | Pf growth 96h | AmpC no deterg
C#CCOc1ccccc1CNc1ccccc1 | 4.6% | 2.0% | 13.2 | 3.7% | -0.9 | -0.5% | -25.4%
COc1ccc(OCCC(=O)Nc2ccc(S(N)(=O)=O)cc2)cc1 | 3.7% | -2.7% | -11.7 | -2.4% | -4.5 | 22.9% | -11.5%
Cc1ccc(C)c(N2CCN(C(=O)Cn3c(=O)oc4cc(S(=O)(=O)N5CCCC5)ccc43)CC2)c1 | ? | -11.4% | -8.3 | -1.0% | -1.7 | 8.3% | -5.8%

The listing picks up; the 4 compounds before the break are reprinted first.
SMILES | Pf growth 48h | LmPK inh | Shiga toxin inh | TbPYK inhibitor | CHX counter | Pf growth 96h | AmpC no deterg
COc1ccc(NC(=O)c2nc[nH]c2C(=O)N(C)Cc2ccccc2)cc1 | -4.7% | 6.9% | -3.9 | 3.0% | 5.8 | 23.5% | -0.5%
Cc1c(O)c(CN2CCCCC2)cc2c3c(c(=O)oc12)CCC3 | 10.4µM* | 5.2% | 2.2 | 11.0% | 1.9 | 9.28µM* | -9.6%
COc1ccc(OCCC(=O)Nc2ccc(S(N)(=O)=O)cc2)cc1 | 3.7% | -2.7% | -11.7 | -2.4% | -4.5 | 22.9% | -11.5%
CN=C1S/C(=C\c2ccc(O)c(Br)c2)C(=O)N1C | -29.1% | -10.6% | 23.2 | -4.1% | 4.6 | -1.9% | -19.1%
CN(C(=O)COC(=O)C1CCN(S(=O)(=O)c2ccc3c(c2)OCCO3)CC1)C1CCS(=O)(=O)C1 (centres undefined) | 2.1% | / | / | 1.5% | / | 9.5% | 1.2%
CC(=O)Nc1ccc(C(=O)NNC(=O)Cc2ccccc2)cc1 | 0.9% | 0.1% | 8.2 | -4.4% | -1.1 | -0.3% | -14.4%
COc1cccc(/C=C(\C#N)c2nc3ccccc3[nH]2)c1OCC(=O)O | 0.0% | 0.4% | 67.3* | -1.0% | 31.2* | ? | -21.3%
Cc1ccc(C(=O)N/C(=C\c2cccc([N+](=O)[O-])c2)C(=O)NCc2ccncc2)cc1 | 25.1% | 1.6% | -6.0 | 2.3% | -4.1 | -11.5% | -44.5%
Cc1ccc(S(=O)(=O)n2nc(C)cc2N)cc1 | 19.0% | 4.8% | 1.7 | 2.0% | -1.7 | ? | -2.5%
O=S(=O)(Cc1ccccc1)Nc1ccccc1 | 16.0% | -2.7% | -4.8 | -1.4% | -2.7 | 27.2% | -0.6%
O=C(Cc1cccs1)N(Cc1ccco1)C1(C(=O)NC2CCCCC2)CCCCC1 | / | 1.5% | 24.2 | 5.7% | -0.9 | 285.9%[activator] | 0.0%
Cc1cc([N+](=O)[O-])nn1CCCC(=O)Nc1cccc(Cl)c1Cl | 3.1% | 3.2% | 24.0 | -8.0% | 0.4 | 13.7% | -13.9%
O=C(O)COc1ccccc1/C=N/NC(=O)c1cccc(S(=O)(=O)N2CCOCC2)c1 | 14.4% | 2.8% | -12.8 | 4.1% | -2.1 | 11.6% | -18.2%
CCCCn1c(O)c(C(C)=NC(Cc2c[nH]c3ccccc23)C(=O)OC)c(=O)[nH]c1=O (centres undefined) | ? | 0.6% | -19.9 | -10.5% | -2.5 | -17.0% | -11.8%
N[C@@H](Cc1ccccc1)c1nnc(SCc2ccccc2Cl)o1 | 9.4% | 1.7% | 12.6 | 2.6% | 6.7 | / | 45.1%
O=C(OCc1nc2ccccc2c(=O)[nH]1)c1cccs1 | / | -2.1% | 44.4 | 3.8% | 18.7* | 5.9% | -18.8%
O=C(NNC(=O)c1cccs1)c1ccc(S(=O)(=O)N2CCCCC2)cc1 | -6.9% | 0.4% | -9.1 | -7.5% | -0.6 | ? | -41.7%
O=C(/C=C/c1ccc(Cl)cc1Cl)c1cccnc1 | ? | -0.4% | 20.5 | -5.8% | 2.6 | ? | -1.5%
Cc1cnc(NC(=O)c2ccccn2)s1 | -60.9% | 15.8µM* | 11.7 | -6.0% | 26.4* | -97.9% | -16.7%
CCc1cc2c3c(c1)C1(C(=O)N3C(C)(C)C=C2C)C(C#N)=C(N)Oc2[nH]c(=O)[nH]c(=O)c21 (centres undefined) | ? | 3.6% | -15.7 | -1.8% | 16.6 | 42.9%[activator] | -29.9%
O=C(CCC1CCCCC1)NCCS(=O)(=O)N1CCN(c2ccccc2)CC1 | 1.0% | / | / | -5.1% | / | 16.1% | 13.9%
Cc1ccc(NC(=O)c2cc(=O)[nH]c3ccc(S(=O)(=O)N4CCOCC4)cc23)nc1 | 4.9% | / | / | -1.4% | / | 7.0% | -7.4%
CC1CCCN(CCCOc2ccc(Br)cc2Cl)C1 (centres undefined) | ? | -1.3% | 41.2* | -4.8% | 21.8* | ? | 2.0%
Cc1nnc(C)n1N | 172.5%[activator] | -0.1% | -9.7 | 4.5% | 5.7 | 26.3% | -19.7%
O=C(N1CCCCCC1)n1c(Cc2ccccc2)nc2ccccc21 | ? | 1.6% | -4.0 | 1.4% | -4.0 | ? | -10.9%
CCN(c1cccc(C)c1)S(=O)(=O)c1ccc2c(c1)NC(=O)CCS2 | ? | 8.0% | -4.9 | -8.0%&-1.3% | 0.9 | ? | 3.4%
Cn1cnnc1SC1c2cccc3cccc(c23)C1NS(=O)(=O)c1ccc(Cl)cc1 (centres undefined) | ? | 3.0% | -11.7 | -12.8% | -3.1 | ? | -13.0%
O=C(NN=C1CCCCCC1)c1ccncc1 | 21.0% | -4.0% | 2.7 | -0.6% | 15.8 | ? | -0.7%
CNC(=O)c1ccc(CN(C)CC(=O)Nc2ccccc2C(=O)NC2CC2)cc1 | ? | / | / | -5.2% | / | ? | 9.7%
CCCC(=O)Nc1cccc(NC(=O)c2ccc3c(c2)OCO3)c1 | 28.4% | -18.6% | 38.0 | -4.9% | 12.9 | 36.7%[activator] | -43.1%
COc1cccc(NC(=O)COc2coc(CN3CCN(c4ccccc4)CC3)cc2=O)c1 | 12.9% | / | / | 5.1% | / | ? | 5.8%
CCOCCCNc1nc2c([nH]1)c(=O)n(C)c(=O)n2C | -9.8% | 1.9% | 12.8 | 17.6% | -1.9 | -82.7% | -5.9%
O=C(Cn1cc(/C=N/O)c2ccccc21)N1CCOCC1 | 13.5% | 0.9% | -12.5 | -0.3% | -1.3 | / | -26.0%
O=C(Cn1cc2c(n1)CCCC2)NCc1ccccn1 | 4.3% | -0.5% | 1.5 | 0.7% | -1.1 | 34.1%[activator] | 3.55µM*
Cc1ccc(NC(=O)CSc2nnc(C3CC3)n2CC2CCCO2)c(C)c1 (centres undefined) | 5.6% | -0.1% | 48.8 | 0.0% | -2.4 | -8.0% | -4.1%
CCCN1CCN(C(=O)C2CCCN(c3ncnc4c3nc3n4CCCCC3)C2)CC1 (centres undefined) | ? | 4.2% | -7.6 | -13.4% | -2.9 | -5.2% | 56.4%
O=C(Cn1nnc(-c2ccc(F)cc2)n1)OCC(=O)c1ccccc1 | 21.1% | 2.8% | 10.6 | -0.8% | -0.8 | 64.7%[activator] | -37.2%[11.4 µM]
CCOC(=O)c1c(-c2ccccc2)csc1NC(=O)CSc1nncs1 | 9.28µM* | 1.8% | -10.8 | 2.3% | -2.4 | ? | -4.3%
CCSc1nc2c(c(=O)[nH]1)C(c1cccnc1)C(C(=O)OC)=C(C)N2 (centres undefined) | -9.4% | -1.9% | -8.4 | -4.9% | -3.3 | 124.5%[activator] | -15.9%
